IMPase inh = IMPase inhibition in cells; P97697; CHO-M1 cells, IP1 accumulation, HTRF TR-FRET ratio; inhibition (IP1 accumulation), % at 46.1 µM; 120,000 tested, under 10 active; AID 901; active = well fitted curve in the direction sought with a large enough effect in the signal ratio, not every such curve was filed as active; inconclusive = small, poorly fitted or top-dose-only effect, or a change in a side signal; inactive = no such curve, though single readings can be large or run the other way; the % refers to the signal ratio;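 note: cells stimulated with carbachol in lithium chloride buffer; plate controls were DMSO basal wells for no effect and reference inhibitor wells for full effect; higher means more IMPase inhibition seen as more IP1 and lower FRET ratio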
Target sequence (P97697 whole entry, looked up): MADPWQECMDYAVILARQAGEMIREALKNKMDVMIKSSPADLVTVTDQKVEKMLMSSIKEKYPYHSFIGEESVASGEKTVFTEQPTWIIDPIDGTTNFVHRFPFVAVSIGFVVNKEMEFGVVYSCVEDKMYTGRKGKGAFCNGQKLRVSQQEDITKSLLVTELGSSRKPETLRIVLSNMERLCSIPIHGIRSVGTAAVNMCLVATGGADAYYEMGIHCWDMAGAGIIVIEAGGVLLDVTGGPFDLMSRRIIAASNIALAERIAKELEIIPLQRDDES
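In this qHTS, compounds (final up to 46 uM) act on CHO-M1 cells that are then activated through the M1 receptor with carbachol, in pH 7.4 buffer containing 50 mM LiCl, for 30 min. IP1 accumulation is quantified by the IP-One immunoassay.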
PNC inhibitor = perinucleolar compartment assembly inhibition. activity change (PNC), negative = inhibition, % at 10 µM. PC3M PTB-GFP, PNC prevalence imaging, 16 h; hits give low values. 140,000 tested, 3.1% active;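 active = readout at or below -70, meaning at least 70% loss of cells showing the perinucleolar compartment, a nuclear body marking cancer cells; inconclusive = readout between -30 and a set limit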;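 note: plate controls were DMSO wells for no effect and camptothecin positive control wells for full effect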
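Compounds are pinned in duplicate onto adhered PC3M cells stably expressing GFP-tagged PTB and incubated 16 h at 37 C. Cells are then fixed, nuclei stained with Hoechst, and PNC-positive cells counted.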
12-hLO inh = inhibitors of human 12-lipoxygenase (ALOX12); purified 12-hLO, xylenol orange hydroperoxide absorbance; 150,000 tested, 0.12% active; Potency, µM (highest dose often 57.1 µM), without a hit: at the highest dose activity change, negative = inhibition, most hits filed as inhibitors; P18054; note: potency is the fitted concentration of half-maximal effect; nearly all actives have a fitted effect of over 55% in size; many of its hits are not listed in these tables
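Purified human 12hLO (150 nM final) was preincubated with compounds for 15 min at room temperature in 25 mM Hepes pH 7.0, 0.01% Triton X-100, then reacted with 40 uM arachidonic acid for 30 min. Hydroperoxide was detected with ferrous iron/xylenol orange.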
15-hLO-2 inh = inhibitors of human 15-lipoxygenase 2 (ALOX15B). Potency, µM (top dose mostly 57.1 µM), for the others: top-dose activity change, negative = inhibition, most hits filed as inhibitors. 110,000 tested, 0.56% active. purified 15hLO-2, xylenol orange hydroperoxide absorbance. O15296; note: potency is the fitted concentration of half-maximal effect; nearly all actives have a fitted effect of over 60% in size; many of its hits are not listed in these tables
Target sequence (O15296 whole entry, looked up): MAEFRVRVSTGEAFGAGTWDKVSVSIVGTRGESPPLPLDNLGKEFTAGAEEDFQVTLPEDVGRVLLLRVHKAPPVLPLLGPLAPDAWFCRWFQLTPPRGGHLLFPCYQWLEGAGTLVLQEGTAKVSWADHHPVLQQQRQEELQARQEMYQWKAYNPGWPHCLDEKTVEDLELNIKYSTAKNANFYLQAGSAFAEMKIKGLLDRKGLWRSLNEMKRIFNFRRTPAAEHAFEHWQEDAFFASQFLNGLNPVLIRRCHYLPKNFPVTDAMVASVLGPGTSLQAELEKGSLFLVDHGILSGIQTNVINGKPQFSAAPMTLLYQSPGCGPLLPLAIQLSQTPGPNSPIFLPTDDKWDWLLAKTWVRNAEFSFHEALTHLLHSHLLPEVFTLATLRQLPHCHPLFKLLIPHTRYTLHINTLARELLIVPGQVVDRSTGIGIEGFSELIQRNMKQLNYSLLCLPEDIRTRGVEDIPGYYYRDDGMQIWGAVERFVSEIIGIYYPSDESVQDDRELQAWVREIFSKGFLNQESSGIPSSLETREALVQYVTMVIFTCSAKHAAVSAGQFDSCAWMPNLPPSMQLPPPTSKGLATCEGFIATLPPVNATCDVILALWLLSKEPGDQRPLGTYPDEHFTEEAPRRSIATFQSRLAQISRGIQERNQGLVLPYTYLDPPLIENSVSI
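Enzyme 50 nM, AA 45 uM, 25 mM Hepes pH 7.5 + 0.01% Triton X-100; cpd preinc 15 min RT, rxn 90 min RT; stop/detect with 200 uM XO + 300 uM Fe(II) in 50 mM H2SO4, 30 min; A573/A405.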
Starred values were filed as active, the others as inactive; ? = inconclusive; . = not tested or not shown; [ ] = remark or other dose. Unless noted, calls come from the whole dose curve; as a rule, active = well fitted curve in the direction sought with a large enough effect; inconclusive = small, poorly fitted or top-dose-only effect, or another doubt; inactive = no such curve, though single readings can be large; an effect the other way counts as inactive or inconclusive. Unless noted, % is set by controls: 0 for no effect and ±100 for the full control effect. An unsorted share of the library (roughly 3.1% active in at least one column).

SMILES	IMPase inh	PNC inhibitor	12-hLO inh	15-hLO-2 inh
CC[C@H](NC(=O)c1c(C)c(-c2ccccc2)nc2ccccc12)c1ccccc1	-8	.	-5%	33%[activator]
C/C(=N/NC(=O)c1ccncc1)c1cc2ccc(O)cc2oc1=O	.	6	-3%	.
Oc1ccc(CNc2ccccc2O)cc1	0	?	?	-25%
CCN1CCN(C(=O)N[C@H](C(=O)N[C@@H]2C(=O)N3C(C(=O)O)=C(CSc4nnnn4C)CS[C@@H]23)c2ccc(O)cc2)C(=O)C1=O	-2[20.6 µM]	.	-3%[25.6 µM]	4%[25.6 µM]
COc1ccc(N=C2SC(CC(=O)Nc3ccc(F)cc3)C(=O)N2Cc2ccco2)cc1 (stereo not drawn)	.	-6	-2%	.
O=C(NNC(=O)c1sc2ccccc2c1Cl)Nc1ccc(Cl)cc1	-4	-28	-1%	-19%
Cc1cccc(NC(=O)c2sc(C)nc2C)c1	4	10	-8%	.
CC(NC(=O)/C(C#N)=C/c1ccc(C(=O)O)cc1)c1ccccc1 (stereo not drawn)	8	38	-1%	-9%
COc1ccc(C(=O)Oc2cccc(/C=N/NC(N)=S)c2)cc1	.	?	-12%	.
Cc1ccc(-n2c(C)csc2=N)cc1	3	9	-5%	2%
Oc1ccc(N=Nc2nc(-c3ccccc3)c(-c3ccccc3)[nH]2)cc1	.	-14	1%	.
CN(C)c1ccc(C(=O)Nc2nc3c(s2)CCCC3)cc1	4	-8	0%	.
COC(=O)CN1C(=O)S/C(=C/c2ccc(N3CCCCC3)o2)C1=O	-3	8	-7%	13µM*
COc1ccc(C2CC(c3cccs3)=Nc3ccccc3S2)cc1 (stereo not drawn)	11	?	?	.
CCOC(=O)CSc1nnc(-c2c[nH]c3ccccc23)n1CC	2	62	0%	10%
C[C@@H](CNC1CCCCC1)OC(=O)c1ccccc1	5[20.6 µM]	.	2%[25.6 µM]	20%[25.6 µM]
CC(C)(C)c1ccc(S(=O)(=O)NCc2ccc(C(=O)N3CCCC3)cc2)cc1	-5	17	-1%	0%
O=C(CSc1nc2c(c(C(F)(F)F)n1)CCc1ccccc1-2)NCc1ccc(F)cc1	0	-119*	-4%	.
Cc1ccc(S(=O)(=O)N2CCC(C(=O)Nc3nnc(COc4ccccc4)s3)CC2)cc1	12	8	-8%	1%
CCCCCOC(=O)CSc1nc2c(c(=O)[nH]c(=O)n2C)n1Cc1ccc(Cl)cc1	6	58	5%	.
CCOc1cc(/C=N\NC(=O)c2ccc(NC(=O)CC)cc2)ccc1OC(=O)c1ccccc1	7	19	-6%	-16%
COc1cc(OC)c(NC(=S)Nc2cccc(C(C)=O)c2)cc1Cl	-3	25	-23%	-28%
CCOC(=O)CSCC(=O)Nc1nnc(-c2cccc([N+](=O)[O-])c2)s1	.	54	2%	.
Cn1ccnc1Sc1nc(Nc2cccc(Cl)c2)nc(N2CCOCC2)n1	0	22	-2%	18%
COC(=O)c1n[nH]nc1-c1ccccc1	.	-21	1%	.
COc1ccc(OC)c(NC(=O)c2ccc(CN3CCOCC3)cc2)c1	15	?	-4%	-3%
COCCOc1ccc(C(F)(F)F)cc1NC(=O)c1ccccc1	15	10	-1%	.
COc1ccc(NC(=O)CSc2nnc(-c3ccncc3)n2CC2CCCO2)c(OC)c1 (stereo not drawn)	-2	?	-1%	-2%
COc1cccc2c(=O)n(CC(=O)Nc3ccccc3F)ccc12	-5	?	0%	-1%
O=C(Nc1nccs1)C1CCCN1S(=O)(=O)c1ccc(F)cc1 (stereo not drawn)	0	30	-4%	9%
c1ccc2c3nnc4n(c-3nc2c1)CCCS4	4	-13	-3%	?
Cc1cc(C)n2nc(C(=O)OCC(=O)Nc3ccc4c(c3)OCO4)nc2n1	1	-94*	-2%	-2%
CCc1ccccc1NC(=O)CN(C)C(=O)CSc1nn(-c2ccccc2)c(=S)s1	9	-6	-3%	.
COc1ccc(OC)c(/C=N\NC(=O)CSc2nnc(CCCc3ccc(OC)c(C)c3)o2)c1	30	32	-6%	15%
O=C1/C(=C/c2cccnc2)SC(=S)N1c1ccc(F)cc1	.	?	0%	.
CC(C)c1nnc(NC(=O)Cc2ccc(Br)cc2)s1	.	-20	1%	.
COc1ccc(OCCCC(=O)Nc2cc([N+](=O)[O-])ccc2C)cc1	-1	22	-6%	-7%
O=C(CCC(=O)c1cccs1)OCC(=O)c1ccc(Cl)s1	-16	-7	-9%	-6%
COc1cc(N)c(Cl)cc1C(=O)NC1CCN(Cc2ccccc2)CC1	1[20.6 µM]	.	0%	-2%
CC(=O)O[C@@H]1[C@H](OC(=O)CC(C)C)c2c(ccc3ccc(=O)oc23)OC1(C)C	.	51	0%	.
O=C(O)CCSCC(=O)Nc1c(C(=O)C2CC2)oc2ccccc12	-21	?	2%	-3%
COc1cc2c(cc1OC)C1(Nc3c-2c(C)nn3-c2ccccc2)C(=O)Nc2ccccc21 (stereo not drawn)	0	-7	-10%	-28%
COC(=O)Cn1c(C)c(C#N)c2ccccc21	-3	?	29%	.
O=C(NC1CCCc2ccccc21)C1CCN(S(=O)(=O)c2cnc[nH]2)CC1 (stereo not drawn)	-6[1.84 µM]	?	-2%	6%[11.4 µM]
COc1ccc(NC(=O)c2cccc(Oc3ccc([N+](=O)[O-])cc3Cl)c2)cc1	.	-2	0%	.
COc1ccccc1N(CC(=O)NCc1ccccn1)S(C)(=O)=O	-7	-30	5%	4%
CCCc1nn(C)c(C(=O)Nc2ccc3ccccc3c2)c1Cl	.	-25	0%	.
COc1ccc(CCNC(=O)Cc2nn(C)c(=O)c3ccccc23)cc1OC	22	?	0%	-3%

Entries of single compounds, quoted from the list.
`CC(NC(=O)/C(C#N)=C/c1ccc(C(=O)O)cc1)c1ccccc1` (stereo not drawn) across the screens: IMPase inh: 8; PNC inhibitor: 38; 12-hLO inh: -1%; 15-hLO-2 inh: -9%
`CCOC(=O)CSc1nnc(-c2c[nH]c3ccccc23)n1CC` across the screens: IMPase inh: 2; PNC inhibitor: 62; 12-hLO inh: 0%; 15-hLO-2 inh: 10%

(more compounds)
SMILES	IMPase inh	PNC inhibitor	12-hLO inh	15-hLO-2 inh
Cc1ccc2nc(NC(=O)c3ccc(NS(=O)(=O)c4cccs4)cc3)sc2c1	-9	-25	0%	.
CCCOc1ccc2oc(=O)c3c(c2c1)CCCN3C(=O)CN(C)Cc1ccccc1	19	1	-2%	16%
Cc1nnc(SCC(=O)NC(C)c2ccccc2)[nH]c1=O (stereo not drawn)	-8	-30	1%	11%
CCCc1cc(=O)[nH]c(SCc2cccc(C)c2)n1	8	34	-4%	-4%
COc1ccc(-c2[nH]ncc2-c2ccc3c(c2)OCCO3)c(O)c1	?	20	?	18%
CCOC(=O)C1=C(O)/C(=C\c2sccc2C)N=C1C	.	?	-7%	.
O=c1[nH]c2cc(C(F)(F)F)ccc2n1-c1cc(C(F)(F)F)ccc1O	1	.	-9%	-19%
COC(=O)[C@@H]1C[C@@]2(O)[C@H](O)[C@H](O)[C@H](O)C[C@H]2N1CC1CCCCC1	.	.	2%	17%
CC(=O)Nc1ccc(N2C(C(C)=O)=NN(c3ccc(Cl)cc3)C2c2sccc2C)cc1 (stereo not drawn)	?	?	-23%	.
CC(=O)Nc1ccc(NS(=O)(=O)c2cc(C)sc2C)cc1	7	?	-2%	-3%
CCCCc1c(O)c2ccccc2[nH]c1=O	-3	16	1%	-4%
Cc1ccc(O)c(-c2cc3ccccc3[nH]2)c1	-11	13	-4%	-14%
Cc1cccc(-c2nc3ccccc3c3nncn23)c1	6	3	-3%	1%
O=C1OC2(CCCCC2)OC(=O)C1=CNc1nc2ccccc2s1	-11	?	-12%	-1%
CCOC(=O)CNC(=O)Cn1cnc2sc(C)c(S(=O)(=O)N3CCC(C)CC3)c2c1=O	-2	98	0%	.
COc1ccc(S(=O)(=O)n2oc(=O)cc2-c2ccccc2)cc1	7	?	2%	-7%
Cn1c(/C(C#N)=N/O)nc2ccccc21	5	19	-2%	.
O=C(CSc1nnnn1Cc1ccccc1)N1CCN(c2ccccc2)CC1	-5	?	1%	0%
C=CCc1cc(C=O)cc(OCC)c1OCc1ccc(Cl)cc1	.	61	-4%	.
Cc1ccccc1OCC(=O)Nc1ccccc1-c1ccccc1	2	10	2%	1%
Nc1cc(=O)nc(SCC(=O)Nc2cccc3ccccc23)n1CCc1ccccc1	8	40	-11%	3%
COc1ccc(Nc2cc(C)nc3ncnn23)c(OC)c1	5	?	-1%	8%
Cc1cc(C)cc(NC(=O)Cn2ncn3c(cc4ccccc43)c2=O)c1	-16	-22	-4%	2%
Cc1ccn2c(NC(=O)c3cccs3)c(-c3ccccc3)nc2c1	?	?	-6%	.
Cc1ccc(NC(=O)c2noc3c2CCc2ccccc2-3)cc1	2	?	3%	1%
COC(=O)c1ccc(Cl)c(NC(=O)CN2CCOCC2)c1	-1	-16	-1%	7%[2.29 µM]
O=C(NC1(C(F)(F)F)N=C2SCCN2C1=O)c1cccnc1 (stereo not drawn)	.	31	2%	.
O=C(CSc1nnc(CNC(=O)c2cccs2)o1)c1ccc(Cl)cc1	6	?	-3%	-12%
Cc1ccc(C(=O)OCCc2sc[n+](Cc3ccccc3)c2C)cc1	10	?	-1%	.

Structural class: the compounds so far with a Cl atom (12)
SMILES	IMPase inh	PNC inhibitor	12-hLO inh	15-hLO-2 inh
O=C(NNC(=O)c1sc2ccccc2c1Cl)Nc1ccc(Cl)cc1	-4	-28	-1%	-19%
CCCCCOC(=O)CSc1nc2c(c(=O)[nH]c(=O)n2C)n1Cc1ccc(Cl)cc1	6	58	5%	.
COc1cc(OC)c(NC(=S)Nc2cccc(C(C)=O)c2)cc1Cl	-3	25	-23%	-28%
Cn1ccnc1Sc1nc(Nc2cccc(Cl)c2)nc(N2CCOCC2)n1	0	22	-2%	18%
O=C(CCC(=O)c1cccs1)OCC(=O)c1ccc(Cl)s1	-16	-7	-9%	-6%
COc1cc(N)c(Cl)cc1C(=O)NC1CCN(Cc2ccccc2)CC1	1[20.6 µM]	.	0%	-2%
COc1ccc(NC(=O)c2cccc(Oc3ccc([N+](=O)[O-])cc3Cl)c2)cc1	.	-2	0%	.
CCCc1nn(C)c(C(=O)Nc2ccc3ccccc3c2)c1Cl	.	-25	0%	.
CC(=O)Nc1ccc(N2C(C(C)=O)=NN(c3ccc(Cl)cc3)C2c2sccc2C)cc1 (stereo not drawn)	?	?	-23%	.
C=CCc1cc(C=O)cc(OCC)c1OCc1ccc(Cl)cc1	.	61	-4%	.
COC(=O)c1ccc(Cl)c(NC(=O)CN2CCOCC2)c1	-1	-16	-1%	7%[2.29 µM]
O=C(CSc1nnc(CNC(=O)c2cccs2)o1)c1ccc(Cl)cc1	6	?	-3%	-12%

Screens: PubChem BioAssay, National Center for Advancing Translational Sciences (NCATS)
